G9a block: qHTS Assay for Inhibitors of Histone Lysine Methyltransferase G9a | AID 504332, 2011 | Potency, µM (highest dose often 102 µM), inactives show at the highest dose activity, negative = inhibition, most hits filed as inhibitors | Histone-lysine N-methyltransferase EHMT2 (Homo sapiens), Q96KQ7 | G9a H3K9 monomethylation, AlphaScreen, 2 h | 350,000 compounds, 8.8% hits; note: % is set by controls: 0 for no effect and ±100 for the full control effect; nearly all actives have a fitted effect of over 75% in size
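AlphaScreen detection with an anti-monomethyl H3K9 antibody quantified product after a 2 h room-temperature reaction containing 500 nM biotinylated H3K9 peptide, 20 µM SAM and 20 nM enzyme, which had been preincubated 15 min with compound.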
POLH inh: qHTS for Inhibitors of Polymerase Eta; DNA polymerase eta (Homo sapiens), Q9Y253; recombinant Pol eta, fluorescent DNA replication assay; Potency, µM (highest dose often 114 µM), for inactives: top-dose activity change, negative = inhibition, actives largely listed as inhibitors; 390,000 compounds, 1.2% hits; note: % is set by controls: 0 for no effect and ±100 for the full control effect
Target sequence (Q9Y253 whole entry, looked up): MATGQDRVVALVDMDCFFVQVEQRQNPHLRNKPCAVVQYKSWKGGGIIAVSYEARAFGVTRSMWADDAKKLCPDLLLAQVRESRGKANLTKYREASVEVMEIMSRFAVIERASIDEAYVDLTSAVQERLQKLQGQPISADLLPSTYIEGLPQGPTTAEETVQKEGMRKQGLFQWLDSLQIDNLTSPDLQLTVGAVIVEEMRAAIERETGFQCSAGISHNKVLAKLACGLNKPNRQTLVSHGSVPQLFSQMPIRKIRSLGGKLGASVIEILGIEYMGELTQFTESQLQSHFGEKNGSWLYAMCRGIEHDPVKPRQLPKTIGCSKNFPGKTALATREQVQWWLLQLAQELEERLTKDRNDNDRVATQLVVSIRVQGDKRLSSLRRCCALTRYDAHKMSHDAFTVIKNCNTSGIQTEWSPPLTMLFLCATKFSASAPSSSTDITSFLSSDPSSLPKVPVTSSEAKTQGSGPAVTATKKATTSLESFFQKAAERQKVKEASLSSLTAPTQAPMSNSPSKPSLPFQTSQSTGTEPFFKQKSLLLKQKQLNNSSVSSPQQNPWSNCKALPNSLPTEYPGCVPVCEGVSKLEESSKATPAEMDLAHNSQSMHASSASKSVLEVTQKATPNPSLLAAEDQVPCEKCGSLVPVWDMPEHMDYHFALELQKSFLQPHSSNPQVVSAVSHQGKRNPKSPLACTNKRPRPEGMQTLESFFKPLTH
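Fluorescent replication assay: 50 nM final substrate added after a 15 min room-temperature compound preincubation with 10 nM enzyme. Signal taken at 0 min and again at 10 min.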
Pol iota inh: qHTS for Inhibitors of Polymerase Iota; Pol iota fluorescent replication assay, 10 min; Potency, µM (titrated, usually from 115 µM), inactives show top-dose activity, negative = inhibition, hits mostly inhibitors; 390,000 compounds, 1% hits
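Pol iota at 10 nM preincubated 15 min with compounds at room temperature; reaction started with fluorescent substrate, 50 nM final. Fluorescence read kinetically at 0 and 10 min; buffer-only wells as negative control.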
BLM inh: qHTS Assay for Inhibitors of Bloom's syndrome helicase (BLM); Potency, µM (titrated, usually from 56.1 µM), inactives show at the highest dose activity change, negative = inhibition, most hits filed as inhibitors; 350,000 compounds, 0.2% hits; recombinant BLM DNA unwinding, fluorescence dequenching; RecQ-like DNA helicase BLM (Homo sapiens), P54132;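 note: plate controls were vehicle for no effect and no enzyme for full effect; nearly all actives have a fitted effect of over 35% in size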
POLK inh: qHTS for Inhibitors of Polymerase Kappa | Potency, µM (series often up to 107 µM), for the others: at the highest dose activity, negative = inhibition, most hits filed as inhibitors | 400,000 compounds, 0.53% hits | purified Pol kappa, fluorescent DNA synthesis assay, 10 min | AID 588579, 2011; note: % is set by controls: 0 for no effect and ±100 for the full control effect
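Readout: fluorescence, taken kinetically at 0 and 10 min. Conditions: 10 nM Pol kappa, 15 min RT compound preincubation, 50 nM substrate final. Controls: enzyme-free buffer wells.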
Pol beta inh: qHTS Assay for Inhibitors of DNA Polymerase Beta; 340,000 compounds, 1.3% hits; P06746; Potency, µM (doses to about 114 µM), for the others: at the highest dose activity change, negative = inhibition, usual class: inhibitors; AID 485314, 2010; Pol beta primer extension/strand displacement, fluorescence kinetic; note: % is set by controls: 0 for no effect and ±100 for the full control effect
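Kinetic readout of DNA synthesis with strand displacement by Pol beta. Compound and 10 nM enzyme sit 15 min at room temperature; 50 nM substrate starts the reaction, read immediately and at 10 min.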
BAZ2B block: qHTS Assay for Inhibitors of BAZ2B. Bromodomain adjacent to zinc finger domain protein 2B (Homo sapiens), Q9UIF8. AlphaScreen BAZ2B-H3K14Ac peptide displacement. Potency, µM (highest dose often 114 µM), inactives show at the top dose activity change, negative = inhibition, actives largely listed as inhibitors. 360,000 compounds, 4.4% hits; note: % is set by controls: 0 for no effect and ±100 for the full control effect; nearly all actives have a fitted effect of over 60% in size
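BAZ2B 50 nM plus b-H3(5-23)K14Ac 50 nM, PBS pH 7.4/0.01% Tween-20, 30 min RT; compound added (max 110 uM), 30 min RT; streptavidin donor/Ni-chelate acceptor beads 10 ug/mL final, 20 min dark; AlphaScreen read.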
APE1 inh: qHTS Assay for Inhibitors of the Human Apurinic/apyrimidinic Endonuclease 1 (APE1) | recombinant APE1, TAMRA/BHQ-2 abasic DNA cleavage fluorescence | 350,000 compounds, 0.35% hits | Potency, µM (series often up to 65.8 µM), for inactives: at the top dose activity change, negative = inhibition, most hits filed as inhibitors | DNA repair nuclease/redox regulator APEX1 (Homo sapiens), P27695;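 note: plate controls were vehicle for no effect and reference inhibitor for full effect; nearly all actives have a fitted effect of over 55% in size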
Target sequence (P27695 whole entry, looked up): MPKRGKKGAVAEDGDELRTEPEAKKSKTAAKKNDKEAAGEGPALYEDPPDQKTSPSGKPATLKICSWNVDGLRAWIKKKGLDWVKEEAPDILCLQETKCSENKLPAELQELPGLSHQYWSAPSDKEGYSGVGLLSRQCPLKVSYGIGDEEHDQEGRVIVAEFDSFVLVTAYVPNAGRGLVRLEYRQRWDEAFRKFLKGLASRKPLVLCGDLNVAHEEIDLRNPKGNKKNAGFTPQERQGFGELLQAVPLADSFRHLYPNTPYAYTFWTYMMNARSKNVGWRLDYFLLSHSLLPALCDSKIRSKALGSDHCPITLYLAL
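Enzyme (0.75 nM final) and test compound are incubated 15 min at room temperature before adding 50 nM quenched THF abasic-site duplex. Cleavage dequenches TAMRA, followed at 525/598 nm over three reads one minute apart.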
JMJD2A Tudor: qHTS Assay for Inhibitors of JMJD2A-Tudor Domain | Lysine-specific demethylase 4A (Homo sapiens), O75164 | AlphaScreen JMJD2A-Tudor / H3K4me3 peptide binding | Potency, µM (doses to about 114 µM), for inactives: at the highest dose activity change, negative = inhibition, most hits filed as inhibitors | 390,000 compounds, 4.4% hits; note: % is set by controls: 0 for no effect and ±100 for the full control effect; nearly all actives have a fitted effect of over 50% in size
* = called active by the depositor; & = joins results of further samples; [ ] = remark or other dose. Calls come from the whole dose curve; as a rule, active = well fitted curve in the direction sought with a large enough effect; inconclusive = small, poorly fitted or top-dose-only effect, or another doubt; inactive = no such curve, though single readings can be large; an effect the other way counts as inactive or inconclusive. Potency is the fitted concentration of half-maximal effect. Some of the compounds tested; rates above refer to the full screens.

`Cc1cc(C(=O)CSc2nnc(-c3ccccc3)o2)c(C)n1CC1COc2ccccc2O1` (configuration not stated) gave G9a block 15%[59 µM], POLH inh -15%, Pol iota inh 4%, BLM inh -1%, POLK inh -1%, Pol beta inh 13%, BAZ2B block 33%[activator], APE1 inh 1% and JMJD2A Tudor -9%.
`CC(CC(=O)OCC(=O)NCc1ccc(Cl)cc1)c1ccccc1` (configuration not stated) gave G9a block -6%[12.7 µM], POLH inh -25%, Pol iota inh 41%[activator], POLK inh -5%, BAZ2B block 24%, APE1 inh -12% and JMJD2A Tudor 16%.
`CC(=O)NNS(=O)(=O)c1ccccc1[N+](=O)[O-]` gave G9a block 6%[59 µM], POLH inh -6%, Pol iota inh -3%, BLM inh 5%, POLK inh -7%, Pol beta inh 23%, BAZ2B block 13%, APE1 inh 20% and JMJD2A Tudor -20%.
Cc1ccc(C(=O)COC(=O)CCCC(=O)Nc2cc(C(F)(F)F)ccc2Cl)cc1C was read as G9a block 8%&2%[59 µM], POLH inh -24%&-12%, Pol iota inh 27%&6%, BLM inh -9%&-8%, POLK inh -11%&-12%, Pol beta inh 0%&-12%, BAZ2B block -1%&-3%, APE1 inh 3% and JMJD2A Tudor 5%&18%.
`COc1ccc(C(=O)OCC(=O)Nc2ccc(Cl)c(C(F)(F)F)c2)c(OC)c1OC` gave G9a block 64%[activator][59 µM], POLH inh -26%, Pol iota inh 9%, BLM inh -11%, POLK inh -6%, Pol beta inh 1%, BAZ2B block 6%, APE1 inh -4% and JMJD2A Tudor -5%.
`O=C1CCC[C@@H]2Cc3nc4ccccc4cc3[C@@H]3CCN1[C@H]23` gave POLH inh -6%, Pol iota inh 52%&21%[activator], POLK inh 16%&-12% and JMJD2A Tudor 7%.
`Cc1nc2ccccc2n1CC(=O)NCc1ccccc1` gave G9a block 10%[12.7 µM], POLH inh -9%, Pol iota inh 3%[58.9 µM], BLM inh -5%, POLK inh 3%, Pol beta inh -5%, BAZ2B block -4%, APE1 inh 0% and JMJD2A Tudor 9%.
For O=C(COC(=O)C1=COCCO1)NCCCc1ccccc1 the results were G9a block -5%[59 µM], POLH inh -11%, Pol iota inh -11%, BLM inh 0%, POLK inh -5%, Pol beta inh 4%, BAZ2B block -3%, APE1 inh 3% and JMJD2A Tudor -3%.
`COc1cccc(CC(NC(C)=O)C(=O)NC2CCN(C(=O)NCc3ccccc3)CC2)c1` (configuration not stated) gave G9a block -7%, POLH inh -8%, Pol iota inh 100%[activator], BLM inh -1%, POLK inh -7%, Pol beta inh 50%, BAZ2B block 0%, APE1 inh 7% and JMJD2A Tudor -17%.
Cc1cnc(CNc2ncncc2-c2c(C)noc2C)cn1 was read as G9a block -41%[0.501 µM], BLM inh -1%, POLK inh 7%[60.1 µM] and APE1 inh -1%.
For COc1ccc(N(C)S(=O)(=O)c2cccc(C(=O)Nc3nnc(C4CC4)s3)c2)cc1 the results were G9a block inconclusive, POLH inh -25%, Pol iota inh 60%[activator], BLM inh -1%, POLK inh -1%, Pol beta inh -1%, BAZ2B block -5%, APE1 inh 0% and JMJD2A Tudor 3%.
Cc1ccc(Cl)cc1N1CCN(S(=O)(=O)c2ccc(-c3ccc(=O)[nH]n3)o2)CC1 was read as G9a block 34%[activator][59 µM], POLH inh -16%, Pol iota inh -6%, BLM inh -4%, POLK inh 1%, Pol beta inh 3%, BAZ2B block -37%, APE1 inh 38%[activator] and JMJD2A Tudor -11%.
`COc1ccc(C2c3c(ncn(CCCN4CCOCC4)c3=N)Oc3ccc4ccccc4c32)cc1OC` (configuration not stated) gave G9a block inconclusive, POLH inh 8%, Pol iota inh -9%, BLM inh 44%[activator], POLK inh 17%, Pol beta inh 0%, BAZ2B block -23%, APE1 inh 1% and JMJD2A Tudor inconclusive.
Screening Clc1ccc2c(NCCNC3CCCCC3)ccnc2c1 returned POLH inh -3%, Pol iota inh -8%, POLK inh -7% and JMJD2A Tudor -21%.
For CNS(=O)(=O)c1cnccc1N1CCN(c2cccc(C)c2)CC1 the results were G9a block -71%, POLH inh -16%, Pol iota inh 14%, BLM inh -2%, POLK inh -9%, Pol beta inh 1%, BAZ2B block -4%, APE1 inh -7% and JMJD2A Tudor -30%.

Random excerpt: 2 records from the list
`COc1ccc(C(=O)OCC(=O)Nc2ccc(Cl)c(C(F)(F)F)c2)c(OC)c1OC` gave G9a block 64%[activator][59 µM], POLH inh -26%, Pol iota inh 9%, BLM inh -11%, POLK inh -6%, Pol beta inh 1%, BAZ2B block 6%, APE1 inh -4% and JMJD2A Tudor -5%.
`Cc1nc2ccccc2n1CC(=O)NCc1ccccc1` gave G9a block 10%[12.7 µM], POLH inh -9%, Pol iota inh 3%[58.9 µM], BLM inh -5%, POLK inh 3%, Pol beta inh -5%, BAZ2B block -4%, APE1 inh 0% and JMJD2A Tudor 9%.

New compounds follow:
Screening COc1ccc(OC)c(NC(=O)CSc2nc3ccccc3nc2N2CCCCC2)c1 returned G9a block 29%[59 µM], POLH inh -10%, Pol iota inh inconclusive, BLM inh -6%, POLK inh -23%, Pol beta inh -8%, BAZ2B block 0% and JMJD2A Tudor -9%.
For CC(C)(CO)CNC(=O)c1ccc2nc(Cc3cccc(Cl)c3)oc2c1 the results were G9a block inconclusive, POLH inh -17%, Pol iota inh 155%[activator], BLM inh -12%, POLK inh 0%, Pol beta inh -6%, BAZ2B block -1%, APE1 inh 31% and JMJD2A Tudor -10%.
CCc1ccc(NC(=O)NC2CCCCCCC2)cc1 was read as POLH inh -22%, Pol iota inh 66%[activator], BLM inh -5%, POLK inh -1%, Pol beta inh 15%, BAZ2B block 7%, APE1 inh -22% and JMJD2A Tudor -6%.
`CC1CCCCN1C(=O)c1ccc(C(=O)Nc2ccc(F)cc2)cc1` (configuration not stated) gave G9a block 17%[12.7 µM], POLH inh -20%, Pol iota inh 21%, POLK inh 2%, BAZ2B block 28%, APE1 inh 5% and JMJD2A Tudor -2%.
CN1CCN(Cc2nc3ccccc3c(=O)n2Cc2nc(-c3cccc([N+](=O)[O-])c3)cs2)CC1 was read as G9a block 25µM*, POLH inh 8%, Pol iota inh 132%[activator], BLM inh -16%, POLK inh -11%, Pol beta inh 5%, BAZ2B block 40µM*, APE1 inh 18% and JMJD2A Tudor inconclusive.
Cc1ccc(N2CCN(c3ncnc4onc(-c5ccc(F)cc5)c34)CC2)c(C)c1 was read as G9a block -5%[59 µM], POLH inh 6%, Pol iota inh -4%, BLM inh -5%, POLK inh -2%, Pol beta inh 23%, BAZ2B block 12%[57.1 µM] and JMJD2A Tudor 1%.
`Cc1ccc(CCN2CC(C(=O)NCCN3CCCCCC3)CC2=O)cc1` (configuration not stated) gave POLH inh 1%, Pol iota inh 8%, BLM inh 1%, POLK inh 5%, Pol beta inh 41%, BAZ2B block -2%, APE1 inh 14% and JMJD2A Tudor -8%.
For COc1ccc(OC)c(-c2nnc3n2N=C(c2ccc(OC)c(OCC4CC4)c2)CS3)c1 the results were POLH inh 6%, Pol iota inh -5%, POLK inh inconclusive, APE1 inh 3%&-1% and JMJD2A Tudor inconclusive.
COc1ccc(NS(=O)(=O)c2cc(NC(=O)C3CCCCC3)ccc2N2CCOCC2)cc1 was read as G9a block 0%, POLH inh -13%, Pol iota inh 143%[activator], BLM inh -6%, POLK inh -6%, Pol beta inh -1%, BAZ2B block -9%, APE1 inh 21% and JMJD2A Tudor -19%.
Screening COc1ccc(CCNC(=O)c2[nH]c(C)c(C(C)=O)c2C)cc1 returned G9a block 23%[12.7 µM], POLH inh -6%, Pol iota inh 2%, BLM inh -3%, POLK inh 2%, Pol beta inh 28%, BAZ2B block -35%, APE1 inh 2% and JMJD2A Tudor -17%.
For O=C1N=c2ccccc2=C1c1sc(=S)n(-c2ccc(O)cc2)c1O the results were G9a block inconclusive, POLH inh -19%, Pol iota inh 31%[activator], BLM inh -2%, POLK inh -7%, Pol beta inh 0%, BAZ2B block -36%, APE1 inh 3% and JMJD2A Tudor -4%.
CC(C)c1csc(CN2CCN(Cc3ccc(F)c(F)c3)C(CCO)C2)n1 (configuration not stated) was read as G9a block 7%, POLH inh -8%, Pol iota inh 90%[activator], BLM inh -6%, POLK inh 0%, Pol beta inh 20%, BAZ2B block -8%, APE1 inh -3% and JMJD2A Tudor -20%.
`Cc1c(C(=O)/C=C/N(C)C)nnn1-c1ccc(Cl)cc1Cl` gave G9a block 5%, POLH inh -9%, Pol iota inh -24%, BLM inh -4%, POLK inh -19%, Pol beta inh -13%, BAZ2B block -30%, APE1 inh -3% and JMJD2A Tudor -12%.
For Cc1ccc(C)c(N(C)C(=O)CCNC(=O)Cn2cnc3ccccc3c2=O)c1 the results were G9a block -5%[59 µM], POLH inh -15%, Pol iota inh 21%, BLM inh 1%, POLK inh -3%, Pol beta inh 0%, BAZ2B block 0% and JMJD2A Tudor -18%.
For O=C(COC(=O)C1COc2ccccc2O1)Nc1cccc(Cl)c1 (configuration not stated) the results were G9a block -4%[59 µM], POLH inh -9%, Pol iota inh 8%, POLK inh 2%, BAZ2B block 5%, APE1 inh -5% and JMJD2A Tudor -6%.
CCCn1c2ccccc2c2nnc(SC(CC)C(=O)Nc3sc4c(c3C#N)CCCC4)nc21 (configuration not stated) was read as G9a block inconclusive, POLH inh 0%, Pol iota inh 13%, BLM inh -16%, POLK inh -5%, Pol beta inh 1%, BAZ2B block -34%, APE1 inh -2% and JMJD2A Tudor -15%[57.1 µM].
Screening COc1ccc(C(=O)NC2CCN(CC(=O)Nc3cccc(OC)c3)CC2)cc1 returned G9a block 8%, POLH inh 1%, Pol iota inh 16%, BLM inh -4%, POLK inh -9%, Pol beta inh 17%, BAZ2B block -22%, APE1 inh 6% and JMJD2A Tudor -7%.
For COC(=O)c1ccc(CN2CCC(CO)(Cc3ccccc3Cl)CC2)cc1 the results were G9a block 3%, POLH inh -14%, Pol iota inh 0%, BLM inh -4%, POLK inh -2%, Pol beta inh inconclusive, BAZ2B block -17%, APE1 inh 0% and JMJD2A Tudor -20%.
